Pf apPOL block = Pf-apPOL DNA polymerase inhibition; Recombinant Pf-apPOL, molecular beacon fluorescence, 1.5 h; inhibition, % at 10 µM; 210,000 tested, 0.25% active; AID 1794808
mHTT-CaM PPI inh = mHTT-calmodulin interaction abrogation. AID 1671202. inhibition, % at 15 µM. AlphaScreen His-mHTT/GST-CaM binding, luminescence. 190,000 tested, 3.6% active;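 further: 0% = both proteins with DMSO and 100% = one protein alone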
* = called active by the depositor; . = not tested or not shown; & = joins results of further samples. No stated cut-off is given here; in the data, active means inhibition above about 50%; inactive means the rest.

SMILES | Pf apPOL block | mHTT-CaM PPI inh
O=C(O)CN(c1ccccc1)S(=O)(=O)c1ccccc1[N+](=O)[O-] | -1 | -3
CC(=O)c1cccc(NC(=O)Cc2ccc3ccccc3c2)c1 | -4 | -10
CC(=O)CCC(=O)c1ccco1 | 29 | .
CC(C)Cc1ccc(-c2csc(Nc3ccc4c(c3)OCO4)n2)cc1 | -2 | 67*
O=S(=O)(C=Cc1ccccc1)c1ccc(F)c(Cl)c1 | 0 | .
CCc1c(C)c2ccc(OCC(=O)Nc3ccc(C(C)=O)cc3)cc2oc1=O | -10 | -1
COc1ccc(C=C2Cc3cc(OC)c(OC)c(OC)c3C2=O)c(OC)c1OC | -12&0 | .
Cc1ccc(C(=O)NCCSc2ccccn2)cc1 | 0 | -6
CC(/C=C/CC(=O)O)c1ccccc1 (stereo not drawn) | 3 | 0
CCC(=O)Nc1ccc2nc(C)[nH]c2c1 | -9 | -4
Cc1ccc(-c2nccn3cc(C(=O)N4CCOCC4)nc23)cc1 | 6 | -3
CC(=O)c1ccc(NC(=O)CN2C(=O)C3CCCN3C(=O)c3ccc(F)cc32)cc1 (stereo not drawn) | -10 | 0
COc1ccc(C2C(C#N)=C(N)OC3=C2C(=O)CCC3)c(OC)c1 (stereo not drawn) | 1 | 1
Cn1c(=O)n(Cc2ccccc2F)c2ccccc21 | -1 | -4
Cc1ccc(NC(=O)CN2C(=O)C(c3ccc(Cl)cc3)=NC2(C)C)cc1C | -4 | -10
COc1cccc(NS(=O)(=O)c2cccs2)c1 | 0 | 4
Cc1cc(I)ccc1NC(=O)c1cccs1 | -4 | -9
CCC(=O)Nc1nc(C)c(-c2csc(Nc3ccc(N(C)C)cc3)n2)s1 | 2 | 93*
COc1ccc(Cl)cc1N(CC(=O)Nc1ccc(C)cc1C)S(C)(=O)=O | -4 | 3
COc1ccccc1CC(=O)Nc1ccc2c(c1)CCC(=O)N2 | -4 | 2
Cc1ccc(NS(=O)(=O)c2ccc([N+](=O)[O-])cc2)c(C)c1 | -8 | 12
COc1ccc([C@H]2C[C@H](O)[C@@H](n3cc(-c4ccc(F)cc4)nn3)CN2C(=O)C2CCCCC2)cc1 | -4 | -6
CN(C)c1ccc(CNC(=O)C2CCCN(c3ccncc3)C2)cc1 (stereo not drawn) | 2 | 6
Cc1cccc(CNc2c3c(nc4ncnn24)CCCC3)c1 | -5 | 8
Cc1noc(-c2cccc(F)c2)c1C(=O)NCc1ccc(F)cc1F | -6 | -9
COc1ccc(C2N(c3ccc(OC)c(Cl)c3)C(=O)C3CCCN32)cc1 (stereo not drawn) | -4 | -3
COC(OC)c1nc(SCc2ccc(Cl)cc2)ncc1C(=O)O | -26 | .
O=C1CSC(c2cc3c(cc2[N+](=O)[O-])OCO3)N1c1ccc(F)cc1F (stereo not drawn) | 0 | 19
N#Cc1nc(COc2ccccc2F)oc1N1CCCCC1 | -5 | 22
O=C(NCc1ccc(Cl)cc1)c1cc2c(s1)CCN(C(=O)c1ccccc1)C2 | -4 | 1
Cc1ccc(Nc2ncnc3sc(C)cc23)c(Br)c1 | -6 | -5
Brc1ccc(CN2CCc3ccccc3C2)o1 | -4 | -1
COc1cc([N+](=O)[O-])ccc1NC(=O)C1CCCO1 (stereo not drawn) | -2 | -2
Cc1ccc(C(=O)N2CCC(C(=O)NCc3cccnc3)CC2)cc1 | -1 | -3
CCOc1ccccc1C(=O)N1CCc2c(c(-c3nc(C4CC4)no3)nn2C)C1 | 1 | 21
O=C1Nc2ccccc2S/C1=C\C(=O)N1CCN(c2ccccn2)CC1 | -2 | 7
Cc1c(C)n(CC(O)CNc2ccccc2)c2ccccc12 (stereo not drawn) | -1 | 54*
CC(C)c1cc(C2CCCN2C(=O)c2c(Br)cnn2C)on1 (stereo not drawn) | -2 | -3
O=C1CCC(=O)N1c1ccc(S(=O)(=O)N2CCN(c3nccc(C(F)(F)F)n3)CC2)cc1 | -8 | .
CCC(CC)NC(=O)C1CCN(c2cn[nH]c(=O)c2)CC1 | -4 | -9
Cc1nn(-c2ccccc2)nc1C(=O)Nc1cc(Cl)cc(Cl)c1 | -58 | .
COc1ccc(NS(=O)(=O)c2cccc(C(=O)Nc3cccc(C(=O)O)c3)c2)cc1 | 4 | 4
COC(=O)COc1ccc2c(c1)OC(=Cc1ccc(C)cc1)C2=O | -6 | 1
Cn1c2c(c(=O)n(C)c1=O)C(c1ccc3c(c1)OCO3)C1C(=O)c3ccccc3C1=N2 (stereo not drawn) | -1 | 1
COc1nccnc1NS(=O)(=O)c1ccc(NC(=O)c2cc(Cl)cc(Cl)c2)cc1 | -2 | .
CN(C(=O)C1CCCN(c2ncnc3c2nc2n3CCCCC2)C1)c1cccc(Cl)c1 (stereo not drawn) | 2 | 15
Cc1cccc(C(=O)Nc2cccc(Cl)c2)c1 | 3 | -27
CC1CCN(CCOCCOc2cccc(Br)c2)CC1 | 2 | 2
O=C(Nc1c(F)cccc1F)N(Cc1cccnc1)Cc1ccco1 | -16 | 0
CC1(C)CC(=O)C2=C(C1)OC(N)=C(C#N)C21c2ccccc2-c2ccccc21 | -2 | 0
N#Cc1nc(-c2ccccc2)oc1NCCc1ccccc1 | -7 | 17
O=C(Nc1nc(-c2nc3ccccc3s2)cs1)c1coc2ccccc2c1=O | 4 | -15
C=CCc1cc(C)ccc1OCCCCn1ccnc1 | -2 | 18
O=C(c1cc(F)ccc1F)N1CCC(CCOc2ccccc2)CC1 | -4 | -37
CN(C(=O)CCc1nc(-c2ccccc2F)no1)c1ccccc1F | 1 | -4
O=C(c1ccccc1C(F)(F)F)N1CCN(Cc2noc3ccccc23)CC1 | 2 | -1
COC(=O)c1ccc(Br)o1 | -3 | -4
Cc1nc2c(cnn2-c2ccccc2)c2nnnn12 | -7 | -4
COc1ccc(N2C(=O)C3CCCN3C2c2ccccc2C)cc1 (stereo not drawn) | 33 | 4
COc1ccccc1NC(=O)N1CCCC1c1nc(-c2cccc(C)c2)no1 (stereo not drawn) | -4 | -9

More structures
SMILES | Pf apPOL block | mHTT-CaM PPI inh
CCC(C)NC(=O)C1CCN(c2ccc(Cl)cc2F)C1=O (stereo not drawn) | -5 | -1
Cc1onc(-c2ccccc2)c1C(=O)N(Cc1ccccc1)C(C)C | -5 | .
CC1=C(C(=O)Nc2ccccc2)C(c2ccc(Cl)cc2)n2nnnc2N1 (stereo not drawn) | 2 | -3
O=C1C(=Cc2ccncc2)Oc2c1ccc1c2CN(CC2CCCO2)CO1 (stereo not drawn) | 28 | 1
NC(=O)c1ccc(N=c2oc3ccccc3cc2C(N)=O)cc1 | 15 | -6
Clc1ccccc1C1Cn2cnc(-c3nc(-c4ccncc4)no3)c2CO1 (stereo not drawn) | -3 | 24
O=C(NC1CCN(Cc2c(F)cccc2Cl)CC1)C1CCN(C(=O)OCc2ccccc2)CC1 | -15 | .
O=C(c1ccc2cc[nH]c2c1)N1CCc2c(nc3cc[nH]n3c2=O)C1 | -3 | -5
CCOC(=O)N1CCC(NC(=O)c2csc3c2CCCC3)CC1 | -4 | -9
CCCc1noc(-c2cccnc2N2CCCN(C(=O)c3ccc(OCC)cc3)CC2)n1 | -4 | -12
COc1cccc(C(=O)N2CCN(Cc3cccc(Br)c3)CC2)c1 | -2 | 18
Cc1nc(NC(=O)C2COCC(=O)N2Cc2ccccc2)sc1C(=O)N(C)C (stereo not drawn) | 0 | -7
CN(CCCNC(=O)C1CCN(c2nnc3ccccn23)CC1)c1ccccc1 | -3 | 25
CCc1cccc(C)c1NC(=O)COc1cc(C)ccc1C(C)C | -2 | -8
Cc1ccc(CNC(=O)c2ccc(Br)cc2)cc1 | -2 | -7
O=S(=O)(Nc1ccc(Cl)cn1)c1ccc(Br)cc1 | . | -6
N=c1oc2cc(O)ccc2cc1C(=O)Nc1cccc(C(F)(F)F)c1 | 2 | -12
Cc1ccc(NC(=O)C2CC(Cl)=CCC2C(=O)O)cc1[N+](=O)[O-] (stereo not drawn) | -15 | -5
COc1cc(O)c(C(CC(=O)N2CCN(c3ccccc3)CC2)c2ccc(N(C)C)cc2)c(OC)c1 (stereo not drawn) | -6 | 74*
Cc1ccc(N2CCN(CC(O)COc3ccc([N+](=O)[O-])cc3)CC2)cc1 (stereo not drawn) | 3&-6 | -1&13
COc1ccc(-n2nc3c(c2NC(=O)CCC2CCCC2)CS(=O)C3)cc1 (stereo not drawn) | -2 | 3
CC(C)c1cccc(NC(=O)C2CCCN(c3cnn(C)c(=O)c3)C2)c1 (stereo not drawn) | 2 | 8
CC(=O)N1CCN(C(c2ccccc2Cl)c2sc3nc(C)nn3c2O)CC1 (stereo not drawn) | -13 | -1
COc1ccc(-c2noc(-c3cccc([N+](=O)[O-])c3C)n2)cc1 | 12 | -3
CCN(CC)c1ccc(C2N(C(C)=O)CCN2S(=O)(=O)c2ccc(C)cc2)cc1 (stereo not drawn) | 0 | 19
CC(C)(C)n1nc2c(c1NC(=O)CCC1CCCC1)CS(=O)(=O)C2 | 1 | 4
COc1ccc(CNC(=O)C2CCn3c(nc4ccccc43)C2)cc1 (stereo not drawn) | -8 | -2
COc1ccc(NC(=O)C2CC(=O)N(CC(C)C)C2)cc1 (stereo not drawn) | -4 | 1
CCOc1ccccc1NC(=O)c1cc(S(=O)(=O)N(CC)Cc2ccccc2)ccc1F | -17 | 1
COc1ccccc1N1CCN(C(=O)C2(c3ccc(NC(=O)C4CC4)cc3)CCC2)CC1 | 7 | 32
O=C1OCc2ccc(NC(=O)c3c(F)cccc3Cl)cc21 | -2 | .
Cc1noc(-c2cccc(C(F)(F)F)c2)c1C(=O)NCc1ccccn1 | -1 | 6
c1ccc(COc2cccc(CN3CCSCC3)c2)cc1 | 4 | -2
Cc1cc(Cl)ccc1N1CCN(C(=O)C2CC2)C(C)C1=O (stereo not drawn) | -4 | -9
O=C(/C=C/c1cn(-c2ccccc2)nc1-c1cccnc1)c1cccs1 | 0 | 52*
CCOc1ccc(C2CC(c3ccccc3OC(F)F)n3nnnc3N2)cc1Cl (stereo not drawn) | 1 | 13
Cc1c(NC(=O)c2sc3cccc(Cl)c3c2Cl)c(=O)n(-c2ccccc2)n1C | 3 | 14
Cc1nc(N2CCOCC2)c2c(C)c(C(=O)N3CCN(c4ccc(F)cc4)CC3)sc2n1 | -2 | 23
O=C(O)C(NS(=O)(=O)c1ccc(F)cc1)c1ccccc1 (stereo not drawn) | 3 | 0
COc1cc(OC)cc(C(=O)N2CCN(C(=O)C(c3ccccc3)c3ccccc3)CC2)c1 | 1 | 19
CSC1=NC(C)N2C(SC)=NC(C)N12 (stereo not drawn) | -5 | .
O=C(CSc1ccccn1)N1CCc2ccccc2C1 | 3 | -2
Cc1c(NC(=O)c2cc(-c3ccc4c(c3)OCO4)nc3ccccc23)c(=O)n(-c2ccccc2)n1C | -6&0 | 34&12
Cc1ccc(C(=O)Nc2ccc(NC(=O)c3ccccc3Cl)cc2)cc1[N+](=O)[O-] | -5 | 5
NC(=O)c1cc(N)ccc1N1CCOCC1 | -2 | -2
C#CCCCN([C@@H](CC(C)C)C(=O)OC)S(=O)(=O)c1ccc(F)cc1Br | 0 | -30
CCN(CC)S(=O)(=O)c1cccc(C(=O)NCc2ccccc2)c1 | -5 | 1
O=c1[nH]c2ccccc2c(O)c1-c1nc(-c2cccc(Br)c2)no1 | -2 | -8
CCOc1ccc2nc(NC(=O)c3coc(NC(=O)c4ccco4)n3)sc2c1 | -102 | 33
COc1ccc(-c2n[nH]c3c2C(c2ccc(OC)cc2)N(c2ccccc2)C3=O)cc1 (stereo not drawn) | -2 | 43
Cc1ccccc1C(=O)Nc1nnc(Cc2ccccc2F)s1 | 1 | 1
COc1ccc(-n2nc3c(c2NC(=O)c2ccc(C)c([N+](=O)[O-])c2)CS(=O)(=O)C3)cc1 | -5 | 37
Cn1ncc(N2CCC(C(=O)NCc3ccco3)CC2)cc1=O | -2 | 2
CC(C)c1ccc(NC(=O)c2cn[nH]c2-c2ccccc2)cc1 | -7 | 13
COCCN1C(=O)C(=O)C(=C(O)c2ccccc2)C1c1ccc(N(C)C)cc1 (stereo not drawn) | -7 | 3
Cc1ccc(C(=O)Nc2nc(-c3ccccc3)cc(-c3ccccc3)c2C#N)cc1 | 0 | .
Cc1ccc2[nH]cc(CCN3CC(C(=O)NCCN4CCOCC4)CC3=O)c2c1 (stereo not drawn) | -4 | -6
COc1ccc(C2NC(=O)NC(C)=C2C(C)=O)cc1 (stereo not drawn) | 1 | 7
O=C(Nc1ccc2c(N3CCCC3)ncnc2c1)C1CCCO1 (stereo not drawn) | 1 | 0
CN(C(=O)c1ccc(Br)c(S(=O)(=O)N2CCCCC2)c1)c1ccccc1 | -28 | 3
COc1ccccc1CNC(=O)C1CC(=O)N(c2ccc3c(c2)CCN3C(C)=O)C1 (stereo not drawn) | 1 | 2
CN(C)S(=O)(=O)c1ccc2c(c1)c(=O)nc1ccccn12 | . | -5
O=C(NC(NCCc1ccccc1)C(Cl)(Cl)Cl)c1ccco1 (stereo not drawn) | -1 | -10
